TbPYK inhibitor – T. brucei pyruvate kinase inhibition; Q57TT1; TbPYK enzyme, Kinase-Glo Plus ATP luminescence, 45 min; Potency, µM (highest dose often 76.8 µM), without a hit: top-dose activity, negative = inhibition, most hits filed as inhibitors; 410,000 compounds, 0.12% hits; note: potency is the fitted concentration of half-maximal effect; nearly all actives have a fitted effect of over 50% in size
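Activity of T. brucei pyruvate kinase was followed by Kinase-Glo Plus luminescence after the enzyme reacted 45 min at room temperature with 130 uM ADP (final) and substrate. Test compounds were added before ADP at multiple concentrations.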
AmpC detergent – inhibitors of E. coli AmpC beta-lactamase with detergent. Potency, µM (top dose mostly 114 µM), inactives show at the highest dose activity change, negative = inhibition, most hits filed as inhibitors. 370,000 compounds, 0.041% hits. AmpC hydrolysis of nitrocefin, absorbance 480 nm, 0.01% Triton. P00811;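 note: potency is the fitted concentration of half-maximal effect; 0% = no-compound wells and -100% = no-enzyme wells; nearly all actives have a fitted effect of over 25% in size; some results filed as inactive show a strong effect at the top dose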
Target sequence (P00811 whole entry, looked up): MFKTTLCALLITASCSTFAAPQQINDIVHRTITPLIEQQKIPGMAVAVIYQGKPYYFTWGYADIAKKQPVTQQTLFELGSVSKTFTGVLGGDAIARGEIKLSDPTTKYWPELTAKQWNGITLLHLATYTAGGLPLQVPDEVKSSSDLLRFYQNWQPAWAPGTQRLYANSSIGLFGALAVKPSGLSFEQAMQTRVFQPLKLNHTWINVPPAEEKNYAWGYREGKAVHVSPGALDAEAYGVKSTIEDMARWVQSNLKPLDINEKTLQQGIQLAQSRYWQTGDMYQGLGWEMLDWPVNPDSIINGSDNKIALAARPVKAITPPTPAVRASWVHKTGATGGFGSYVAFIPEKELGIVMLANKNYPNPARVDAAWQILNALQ
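20 mM phosphate pH 7.0 + 0.01% (detergent screen) or 0.0001% Triton X-100; 5.3 nM AmpC reagent; cpd preinc 15 min RT; nitrocefin (800 uM stock) to start; A480 q20 s × 4 min; Activity was normalised to no-enzyme and no-compound control wells.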
HCMV inh – inhibitors of human cytomegalovirus; activity change, negative = inhibition, % at 57.5 µM; AID 1259415; HFF cells, HCMV-luciferase reporter, 72 h; active compounds read low; 410,000 compounds, 4.5% hits; in the data active = activity change below about -60%; inconclusive = no clear call, values can overlap the other calls; inactive = above about -39%
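Inhibition of viral replication was scored as loss of reporter luminescence in HFFs infected with HCMV-luciferase (MOI 1 PFU/cell) for 72 h; compounds tested at 2 doses, normalized to buffer and Salinomycin controls.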
AmpC no deterg – AmpC beta-lactamase inhibition without detergent; AmpC nitrocefin hydrolysis, absorbance 480 nm, 0.0001% Triton; Potency, µM (titrated, usually from 57.1 µM), for inactives: at the top dose activity change, negative = inhibition, actives largely listed as inhibitors; P00811; AID 485341; 330,000 compounds, 0.52% hits;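 note: potency is the fitted concentration of half-maximal effect; plate controls were no compound for no effect and no enzyme for full effect; nearly all actives have a fitted effect of over 20% in size; some results filed as inactive show a strong effect at the top dose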
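AmpC (5.3 nM in the dispensed reagent) in 20 mM phosphate pH 7.0 with 0.01% (detergent screen) or 0.0001% Triton X-100 was preincubated with compounds for 15 min at room temperature. Nitrocefin was then added from an 800 uM solution, and hydrolysis was followed at 480 nm.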
AMA1-RON2 inh – AMA1-RON2 (P. falciparum) interaction inhibition. 360,000 compounds, 0.2% hits. AlphaScreen AMA1-biotinylated RON2 peptide binding. Potency, µM (doses to about 58.2 µM), without a hit: at the top dose activity change, negative = inhibition, most hits filed as inhibitors;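 note: potency is the fitted concentration of half-maximal effect; 0% = vehicle wells and -100% = peptide control; nearly all actives have a fitted effect of over 45% in size; some results filed as inactive show a strong effect at the top dose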
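AMA1 (3D7) with his tag at 25 nM final met compounds first, then biotinylated RON2 peptide at 25 nM; detection used donor plus acceptor beads, 10 µg/mL apiece, read by AlphaScreen after 30 min at room temperature.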
LmPK inh – inhibitors of Leishmania mexicana pyruvate kinase | 290,000 compounds, 0.37% hits | Potency, µM (series often up to 57.5 µM), for inactives: at the top dose activity change, negative = inhibition, hits mostly inhibitors | Q27686 | purified LmPK, Kinase-Glo ATP luminescence, 1 h; note: potency is the fitted concentration of half-maximal effect
Target sequence (Q27686 whole entry, looked up): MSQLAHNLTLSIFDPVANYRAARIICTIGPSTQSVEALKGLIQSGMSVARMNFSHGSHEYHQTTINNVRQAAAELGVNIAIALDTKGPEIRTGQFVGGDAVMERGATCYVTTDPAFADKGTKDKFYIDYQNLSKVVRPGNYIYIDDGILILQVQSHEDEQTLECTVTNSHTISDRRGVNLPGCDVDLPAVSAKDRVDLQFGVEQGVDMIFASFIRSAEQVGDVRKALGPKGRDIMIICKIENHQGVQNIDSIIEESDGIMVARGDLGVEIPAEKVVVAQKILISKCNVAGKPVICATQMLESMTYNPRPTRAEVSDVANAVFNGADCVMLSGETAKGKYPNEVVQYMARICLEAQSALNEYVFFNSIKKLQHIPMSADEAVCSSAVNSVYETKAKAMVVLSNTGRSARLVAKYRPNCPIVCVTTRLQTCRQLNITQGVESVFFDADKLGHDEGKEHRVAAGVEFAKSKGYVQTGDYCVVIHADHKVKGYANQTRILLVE
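In 50 mM imidazole pH 7.2 with 7 mM MgCl2, LmPK (0.1 nM) turned over PEP (0.5 mM) and ADP (0.1 mM) for 1 h at room temperature. Luciferase read-out of ATP.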
HCV inhibitor – blocks hepatitis C virus; Potency, µM (top dose mostly 41.8 µM), for inactives: top-dose activity change, negative = inhibition, actives largely listed as inhibitors; 340,000 compounds, 3.4% hits; Huh7.5.1 HCVcc-Cre infection, luciferase reporter, 44 h; note: potency is the fitted concentration of half-maximal effect
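Whole-lifecycle infectious HCVcc-Cre system; cells 1,000/well, compound then virus (~0.5 moi) added 4 h after plating, 44 h culture. Luciferase read 15 sec following 15 min substrate incubation, room temp.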
Starred values were filed as active, the others as inactive; u = inconclusive; x = no result given; & = joins results of further samples; [ ] = another dose, or the depositor's remark. Unless noted, calls come from the whole dose curve; as a rule, active = well fitted curve in the direction sought with a large enough effect; inconclusive = small, poorly fitted or top-dose-only effect, or another doubt; inactive = no such curve, though single readings can be large; an effect the other way counts as inactive or inconclusive. Unless noted, % is set by controls: 0 for no effect and ±100 for the full control effect. Compounds were not picked by outcome; overall some 7.5% were active at least once.

[1] O=c1n(-c2ccccc2)c(=O)n2n1CC(O)C2
[2] Cc1cccc(CN2CCN(C(=O)c3ccccc3F)CC2)c1
[3] N/C(=N\OC(=O)C12CC3CC(CC(C3)C1)C2)c1cccnc1
[4] CN(C)Cc1c(OC(=O)c2ccc(N)cc2)ccc2ccccc12
[5] OCC1(CCc2ccccc2)CCN(Cc2cc(Cl)ccc2O)CC1
[6] Cc1c(NC(NC(=O)CF)C(Cl)(Cl)Cl)c(=O)n(-c2ccccc2)n1C (configuration not stated)
[7] O=C(C1CC(=O)N(c2ccc3c(c2)OCCO3)C1)N1CCN(c2cccc(C(F)(F)F)c2)CC1 (configuration not stated)
[8] CCN1C(=O)/C(=C\N2CCN(c3ccc(F)cc3)CC2)SC1=S
compound no. | 1 | 2 | 3 | 4 | 5 | 6 | 7 | 8
TbPYK inhibitor | 0% | 3% | -2% | -9% | 5% | -11% | 1% | -1%
AmpC detergent | 2% | 0% | -8% | x | -3% | -3% | -14% | u
HCMV inh | -8 | -3 | 1 | -12 | -28 | 4 | -26 | -36
AmpC no deterg | -4% | 2% | -2% | x | 75%[activator] | -11% | 137%[activator] | -14%
AMA1-RON2 inh | -11% | -28% | 21% | -9% | 9% | -4% | 3% | -16%
LmPK inh | 1% | -4% | 1% | x | 0% | -3% | x | 3%
HCV inhibitor | 24% | -6% | u | -11% | 3% | 10% | u | 12%

Two compounds from above, showing only LmPK inh, TbPYK inhibitor and AmpC no deterg.
No.	Compound	LmPK inh	TbPYK inhibitor	AmpC no deterg
1	O=c1n(-c2ccccc2)c(=O)n2n1CC(O)C2	1%	0%	-4%
2	Cc1cccc(CN2CCN(C(=O)c3ccccc3F)CC2)c1	-4%	3%	2%

(cont.)
[9] CNC(=O)c1cnc2sc(N3CCCCCC3)nn2c1=O
[10] CS(=O)(=O)N(CC(=O)NCCSCc1cccc(Cl)c1)c1ccc2c(c1)OCO2
[11] CCN1CCc2c(sc(NC(=O)COc3ccccc3)c2C(=O)OC)C1
[12] O=S(=O)(c1ccccc1Br)N1CCN(c2ncccn2)CC1
[13] CCC(Sc1nc2nccnc2c(=O)n1Cc1ccccc1Cl)C(=O)NC1CCCCC1 (configuration not stated)
[14] O=C(NCc1cccc(Cl)c1)c1ccc2c(c1)nc1n2CCOC1
[15] CCn1c(SCC(=O)N/N=C/c2ccc(C)o2)nnc1-c1ccccc1
[16] COc1ccc(S(=O)(=O)N(CC(=O)NCC2CCCO2)c2ccccc2)cc1OC (configuration not stated)
compound no. | 9 | 10 | 11 | 12 | 13 | 14 | 15 | 16
TbPYK inhibitor | 2% | -2% | 10% | 0% | 1% | -5% | -27% | 0%
AmpC detergent | 3% | 1% | u | u | 13% | 14% | 1% | -4%
HCMV inh | 47 | -25 | -13 | 13 | -13 | 0 | -18 | 15
AmpC no deterg | x | 21% | 63%[activator] | -16% | x | x | 4% | 14%
AMA1-RON2 inh | x | -7% | -3% | -5% | x | x | 34%[activator] | 1%
LmPK inh | x | -1% | 0% | 9% | x | x | 4% | 0%
HCV inhibitor | x | -23%&5% | u | u | x | x | -3% | -9%

[17] Cc1cc2c(N=NC(=O)CCc3ccccc3)c(O)[nH]c2cc1Br
[18] CCOc1ccc(NC(=O)[C@@H](NC(=O)c2ccco2)C(C)C)cc1
[19] O=C(NCCCN=C1NS(=O)(=O)c2ccccc21)c1ccncc1
[20] Cc1cc(C2C(C#N)=C(N)SC(N)=C2C#N)c(C)s1
[21] COc1ccc(C2CC(c3ccccc3Cl)=NN2c2ccc(S(N)(=O)=O)cc2)cc1 (configuration not stated)
[22] CCC(=O)c1c[nH]c(C(=O)NCc2ccccc2OC)c1
[23] O=C1C2CCCCC2C(=O)N1c1cccc(OS(=O)(=O)c2ccccc2)c1 (configuration not stated)
[24] CC(C)c1ccc(S(=O)(=O)N2CCN(C(=O)CCc3nc4ccccc4c(=O)[nH]3)CC2)cc1
compound no. | 17 | 18 | 19 | 20 | 21 | 22 | 23 | 24
TbPYK inhibitor | 6% | 0% | 1% | -12% | -9% | 3% | -4% | -2%
AmpC detergent | -2% | -7% | 2% | -7% | x | -12% | -6% | x
HCMV inh | -17 | -15 | 51 | x | 11 | 56 | -21 | -9
AmpC no deterg | -17% | -3% | -14% | -51% | -3% | -7% | -10% | x
AMA1-RON2 inh | -3% | -7% | 4% | 4% | 46%[activator] | 3% | -16% | -5%
LmPK inh | -1% | 6% | 3% | -3% | x | 15% | 0% | x
HCV inhibitor | u | -13% | -12% | 25% | u | -20% | 4% | x

[25] Cn1c(SCC(=O)NC(=O)NCc2ccco2)nnc1C(F)(F)F
[26] CCNc1nc(SCC(=O)OC)nc(N2CCOCC2)n1
[27] O=C(c1cc(-c2ccccn2)nc2c(Cl)cccc12)N1CCN(S(=O)(=O)c2ccccc2)CC1
[28] O=C1NC(=S)N(Cc2ccco2)C(=O)/C1=C\c1cccs1
[29] O=C(COC(=O)Cc1ccc(Br)cc1)Nc1ccc(Cl)cn1
[30] CC(Oc1ccccc1F)c1ccnc2nc(/N=C/N(C)C)nn12 (configuration not stated)
[31] Cc1ccc2cc(CN(c3cccc(C)c3C)S(=O)(=O)c3ccccc3)c(=O)[nH]c2c1
[32] O=C(C1CCCN1S(=O)(=O)c1ccc(Cl)c(Cl)c1)N1CCCCC1 (configuration not stated)
compound no. | 25 | 26 | 27 | 28 | 29 | 30 | 31 | 32
TbPYK inhibitor | -14% | 3% | -9% | x | 1% | 4% | -1% | -9%
AmpC detergent | 4% | -16% | -7% | 45µM* | x | -1% | -14% | u
HCMV inh | -7 | 40 | 118 | x | -8 | -22 | -38 | 23
AmpC no deterg | -5% | -15% | 18% | -60% | -29% | -10% | -44% | 26%
AMA1-RON2 inh | 5% | -21% | -9% | x | -4% | -1% | 4% | -1%
LmPK inh | 11% | -1% | 1% | 17%[11.5 µM] | x | 8% | 10% | -1%
HCV inhibitor | 14% | u | 15% | x | -2% | -3% | u | 1%

4 entries out of the list, sorted by length of the SMILES, smallest number first:
[2] Cc1cccc(CN2CCN(C(=O)c3ccccc3F)CC2)c1
[12] O=S(=O)(c1ccccc1Br)N1CCN(c2ncccn2)CC1
[23] O=C1C2CCCCC2C(=O)N1c1cccc(OS(=O)(=O)c2ccccc2)c1 (configuration not stated)
[16] COc1ccc(S(=O)(=O)N(CC(=O)NCC2CCCO2)c2ccccc2)cc1OC (configuration not stated)
compound no. | 2 | 12 | 23 | 16
TbPYK inhibitor | 3% | 0% | -4% | 0%
AmpC detergent | 0% | u | -6% | -4%
HCMV inh | -3 | 13 | -21 | 15
AmpC no deterg | 2% | -16% | -10% | 14%
AMA1-RON2 inh | -28% | -5% | -16% | 1%
LmPK inh | -4% | 9% | 0% | 0%
HCV inhibitor | -6% | u | 4% | -9%

(further entries)
[33] CC(C)=C(NC(=O)c1ccccc1)C(=O)NCCc1nc2ccccc2[nH]1
[34] CCN(CC)CCOC(=O)c1ccc(Nc2c3c(nc4ccccc24)CCC3)cc1
[35] CCCn1c(SCC(=O)Nc2nc(-c3ccc(OC)cc3)cs2)nc2c1c(=O)n(C)c(=O)n2C
[36] CC(C)c1onc(C(=O)N(C)Cc2ccccc2)c1[N+](=O)[O-]
[37] CCN(Cc1ccccc1)C(=O)Cn1c(=O)n(Cc2ccccc2)c(=O)c2c1c1cc(OC)ccc1n2C
[38] Cc1nn(C(=O)c2cccs2)c(C)c1CN1C(=O)c2ccccc2C1=O
[39] S=C(NCc1ccccc1)NCc1ccc(CNC(=S)NCc2ccccc2)cc1
[40] COc1cc(C(=O)COC(=O)c2ccncc2)cc(OC)c1OC
compound no. | 33 | 34 | 35 | 36 | 37 | 38 | 39 | 40
TbPYK inhibitor | -2% | 0% | u | -1% | 2% | 0% | -5% | -1%
AmpC detergent | 5% | -1% | -10% | 11% | -4% | -7% | -12% | x
HCMV inh | -28 | -9 | 20 | -17 | 2 | u | -21 | -7
AmpC no deterg | -27% | x | -11% | 2% | x | -21% | -15% | 50%
AMA1-RON2 inh | -5% | x | 3% | -2% | x | -12% | -1%[11.6 µM] | 12%
LmPK inh | -4% | x | 1% | 1% | x | 1% | -1% | x
HCV inhibitor | 27% | x | 22% | 12% | x | 6% | 1% | -1%

[41] COc1ccc(-c2nnc(NC(=O)c3ccc(S(=O)(=O)N4COCC4(C)C)cc3)o2)cc1
[42] CCCC(CCC)C(=O)Nc1ccc2c(c1)N(C(=O)CN1CCN(C)CC1)c1ccccc1CC2
[43] CS(=O)(=O)Nc1ccc(C(=O)NCCSc2ccc(Cl)cc2)cc1
[44] O=C(Nc1nc2ccccc2s1)c1ccc2c(c1)S(=O)(=O)c1ccccc1C2=O
[45] CSc1ccc(/C=C/c2nc3ccccc3n2S(=O)(=O)c2cccc(Cl)c2)cc1
[46] CCc1ccc(OCC(=O)O/N=C(\N)Cc2ccc([N+](=O)[O-])cc2)cc1
[47] CC(=O)c1cc(C#N)c(SCC(=O)O)nc1C
[48] CCc1nnc(NS(=O)(=O)c2ccc(NC(=S)NC(=O)c3ccc(F)cc3)cc2)s1
compound no. | 41 | 42 | 43 | 44 | 45 | 46 | 47 | 48
TbPYK inhibitor | -1% | 1% | -1% | x | -22% | -2% | -2% | 3%
AmpC detergent | -13% | 1% | -4% | -3% | 3% | -7% | 6% | -12%
HCMV inh | -62* | -17 | -31 | 9 | -65* | -18 | -6 | -4
AmpC no deterg | -32% | 223%[activator] | -24% | -9% | x | -28% | -4% | -35%
AMA1-RON2 inh | 77%[activator] | 10% | 13% | x | x | 10% | 0% | 39%[activator]
LmPK inh | 3% | 0% | 0% | 5% | x | -2% | -5% | 1%
HCV inhibitor | u | u | -11% | x | x | -1% | 23% | 12%

By substructure, those above with a furan ring, fused or not (four)
[15] CCn1c(SCC(=O)N/N=C/c2ccc(C)o2)nnc1-c1ccccc1
[18] CCOc1ccc(NC(=O)[C@@H](NC(=O)c2ccco2)C(C)C)cc1
[25] Cn1c(SCC(=O)NC(=O)NCc2ccco2)nnc1C(F)(F)F
[28] O=C1NC(=S)N(Cc2ccco2)C(=O)/C1=C\c1cccs1
compound no. | 15 | 18 | 25 | 28
TbPYK inhibitor | -27% | 0% | -14% | x
AmpC detergent | 1% | -7% | 4% | 45µM*
HCMV inh | -18 | -15 | -7 | x
AmpC no deterg | 4% | -3% | -5% | -60%
AMA1-RON2 inh | 34%[activator] | -7% | 5% | x
LmPK inh | 4% | 6% | 11% | 17%[11.5 µM]
HCV inhibitor | -3% | -13% | 14% | x
